Screening results deposited in PubChem by NMMLSC.
Yeast superoxide = reduction of superoxide in aged yeast, primary screen, HTS; superoxide response (% of plate mean), % at 10 µM; actives 0.18% (n = 330,000); S. cerevisiae aged cells, superoxide DHE fluorescence; hits give low values; AID 2690, 2010;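 active = superoxide response under a set limit, about three screen SD below normal, cut at about 65% in these data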;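 note: yeast aged for seven days with compound at 30 °C before DHE staining; 100% = average MFI of all compound-treated wells on the plate with controls excluded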
GRK2 inh = compounds blocking aptamer binding on GRK2 – biochemical, human GRK2, bead flow cytometry, HTS, primary screen | FAM-aptamer displacement from GRK2 | AID 488847, 2010 | actives 0.59% (n = 330,000) | inhibition of aptamer binding, % at 10 µM | Beta-adrenergic receptor kinase 1 (Homo sapiens), P25098;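 active = inhibition of aptamer binding above 40%, roughly 3 SD of noise, on plates passing a quality check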;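 note: median bead fluorescence of bound FAM aptamer so fluorescent compounds give negative values; no value below 0 was filed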
Target sequence (P25098 whole entry, looked up): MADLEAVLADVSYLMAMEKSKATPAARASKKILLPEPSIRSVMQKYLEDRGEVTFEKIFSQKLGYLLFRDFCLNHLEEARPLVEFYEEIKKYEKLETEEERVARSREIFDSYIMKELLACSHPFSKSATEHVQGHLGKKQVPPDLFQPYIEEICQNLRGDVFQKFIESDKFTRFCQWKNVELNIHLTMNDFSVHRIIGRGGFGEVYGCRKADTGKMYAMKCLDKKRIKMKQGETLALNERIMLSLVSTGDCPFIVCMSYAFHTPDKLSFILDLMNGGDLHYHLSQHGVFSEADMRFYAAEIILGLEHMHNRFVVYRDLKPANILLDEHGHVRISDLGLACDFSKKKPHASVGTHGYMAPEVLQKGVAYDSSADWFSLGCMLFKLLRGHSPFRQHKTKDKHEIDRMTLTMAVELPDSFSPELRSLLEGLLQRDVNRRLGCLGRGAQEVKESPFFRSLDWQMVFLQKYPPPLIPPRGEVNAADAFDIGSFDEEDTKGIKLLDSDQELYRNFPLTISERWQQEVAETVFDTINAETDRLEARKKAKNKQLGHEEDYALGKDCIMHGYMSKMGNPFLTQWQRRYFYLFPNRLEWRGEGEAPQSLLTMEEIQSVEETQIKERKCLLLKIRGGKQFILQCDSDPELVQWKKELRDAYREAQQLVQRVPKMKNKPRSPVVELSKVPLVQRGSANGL
RPL19A-GFP yeast = RPL19A-GFP expression modulators in yeast, primary screen, cell-based, S. cerevisiae, multiplex flow cytometry, MLPCN | actives 0.3% (n = 330,000) | AID 2025, 2009 | S. cerevisiae RPL19A-GFP strain, 3 h; hits give low values | percent response vs DMSO, % at 10 µM;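 active = percent response vs DMSO below 50%; inconclusive = fewer than 70 events counted for the yeast strain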;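 note: median channel GFP fluorescence of the barcoded RPL19A-GFP strain; ratio of sample median GFP to plate DMSO average so 100% = DMSO; lower means less RPL19A-GFP as with rapamycin TOR inhibition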
LAP4 TOR yeast = modulators of LAP4-GFP expression in yeast, primary screen, S. cerevisiae, multiplex flow cytometry, MLPCN library | 3 h; median GFP as percent of DMSO wells | actives 0.34% (n = 320,000) | GFP response vs DMSO, % at 10 µM;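 active = GFP response vs DMSO above a set limit, about the screen mean plus 3 SD, cut at about 150% in these data; inconclusive = under 70 cell events counted for the yeast strain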
AGP1 TOR yeast = modulators of AGP1-GFP expression in yeast TOR pathway, primary screen, cell-based, multiplex flow cytometry, S. cerevisiae, MLPCN library. 3 h; GFP as percent of DMSO wells. actives 0.02% (n = 320,000). GFP response vs DMSO, % at 10 µM;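 active = GFP response relative to DMSO above a set limit, near screen average plus 3 SD, cut at about 150% in these data; inconclusive = fewer than 70 cells counted for the yeast strain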;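 note: median GFP channel fluorescence of the gated AGP1 strain per well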
CIT2 TOR yeast = modulators of CIT2-GFP expression in yeast, primary screen, S. cerevisiae, GFP fusion, multiplex flow cytometry, MLPCN library; S. cerevisiae CIT2-GFP strain, 3 h; 100 means same as DMSO wells; GFP response vs DMSO, % at 10 µM; actives 0.065% (n = 320,000);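 active = GFP response relative to DMSO above a set limit, near the screen mean plus 3 SD, cut at about 150% in these data; inconclusive = Fewer than 70 cells measured for a yeast strain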;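 note: ratio of well median GFP fluorescence to mean of DMSO wells on the plate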
MEP2-GFP yeast = modulators of MEP2-GFP levels in yeast, primary screen, S. cerevisiae, multiplex flow cytometry, MLPCN library | S. cerevisiae MEP2-GFP strain, 3 h; 100% = DMSO control level | GFP response vs DMSO, % at 10 µM | actives 0.51% (n = 330,000) | AID 2016, 2009;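 active = GFP response versus DMSO above a set limit, roughly screen mean plus 3 SD, cut at about 180% in these data; inconclusive = fewer than 70 cells counted for a yeast strain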;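 note: median GFP fluorescence of the barcode-gated MEP2-GFP cells per well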
VLA-4 inh = inhibition in human VLA-4 binding assay, primary screen, VLA-4 allosteric modulator project, MLPCN library, flow cytometry, VLA-4 expressing cells. Integrin alpha-4 (Homo sapiens), P13612. ligand binding flow cytometry. inhibition, % (about 7 µM as worked out from the volumes in the protocol). actives 0.2% (n = 330,000). AID 2557, 2010; in the data active = inhibition above about 50%
Active calls of the source: *; ? = inconclusive; · = no result given.

SMILES	Yeast superoxide	GRK2 inh	RPL19A-GFP yeast	LAP4 TOR yeast	AGP1 TOR yeast	CIT2 TOR yeast	MEP2-GFP yeast	VLA-4 inh
COC(=O)CCC(=O)NC1CC(C)(C)Cc2c1cnn2-c1ccccc1 (stereo unspecified)	101	0	105	97	106	104	103	-6
CCOC(=O)c1c(C)[n+]([O-])c2ccc3c(non3O)c12	115	1	100	97	96	88	89	3
N#CCCNCC1(c2ccccc2)CCCC1	117	1	101	95	101	95	100	24
Cn1nnnc1SCC(=O)c1ccc2c(c1)OCCO2	93	4	92	94	92	97	94	9
Cc1cccc(-c2nc(CS(=O)CC(=O)NCc3ccco3)c(C)o2)c1 (stereo unspecified)	83	2	95	100	96	93	108	1
CC(C)(C)c1oc(C(=O)O)cc1CN1CCOCC1	94	0	100	99	101	100	99	1
CCc1ccc2[nH]cc(C(=O)N3CCCCCC3)c(=O)c2c1	96	1	101	96	107	111	101	11
CCOc1ccc(NC(=O)CN2C(=O)CSC2=O)cc1	90	0	98	107	99	91	97	8
Cc1ccc(C(=O)NC(C)c2nc3ccccc3n2CC(=O)Nc2c(C)cc(C)cc2C)cc1 (stereo unspecified)	109	2	94	101	104	100	95	-5
Cc1ccccc1OCCN1C(=O)NC2(CCc3ccccc32)C1=O (stereo unspecified)	95	3	100	98	100	100	99	-17
COc1ccc(CCN2C(=S)NC3CC2(C)Oc2ccc([N+](=O)[O-])cc23)cc1OC (stereo unspecified)	109	2	92	98	98	102	98	8
CC(=O)N1CCN(c2ccc(NCc3ccc(C)s3)cc2)CC1	110	9	100	105	109	119	103	-6
Cc1ccc2c(c1)c(C)cc[n+]2Cc1ccccc1	90	2	104	91	99	106	97	-6
O=C(CN1CCOCC1)Nc1ccc(Oc2ccc(NC(=O)CN3CCOCC3)cc2)cc1	100	4	103	100	105	103	104	12
O=c1[nH]c2ccccc2c(=O)n1Cc1ccco1	92	2	109	107	101	104	115	8

For reference, 3 of the compounds above.
SMILES	Yeast superoxide	GRK2 inh	RPL19A-GFP yeast	LAP4 TOR yeast	AGP1 TOR yeast	CIT2 TOR yeast	MEP2-GFP yeast	VLA-4 inh
Cc1ccc2c(c1)c(C)cc[n+]2Cc1ccccc1	90	2	104	91	99	106	97	-6
O=C(CN1CCOCC1)Nc1ccc(Oc2ccc(NC(=O)CN3CCOCC3)cc2)cc1	100	4	103	100	105	103	104	12
O=c1[nH]c2ccccc2c(=O)n1Cc1ccco1	92	2	109	107	101	104	115	8

Continued:
SMILES	Yeast superoxide	GRK2 inh	RPL19A-GFP yeast	LAP4 TOR yeast	AGP1 TOR yeast	CIT2 TOR yeast	MEP2-GFP yeast	VLA-4 inh
Nc1cccc2c1C(=O)N(C(=O)c1cccc(S(=O)(=O)N3CCCCCC3)c1)C2=O	92	0	100	104	89	88	96	6
COc1ccc(NC(=O)C/C(C)=N/NC(=O)C(=O)Nc2cccc(Cl)c2C)c(OC)c1	102	3	100	98	102	97	104	14
NC(=O)CC(NC(=O)Cc1cccc2ccccc12)c1ccc(NCCCN2CCCC2=O)c([N+](=O)[O-])c1 (stereo unspecified)	97	0	97	115	78	68	89	-2
COc1cc2nc(Cl)nc(N3CCCCC3)c2cc1OC	108	1	100	102	96	97	100	15
O=C(Cn1c(=O)oc2cc(S(=O)(=O)N3CCCC3)ccc21)NC1CCCc2ccccc21 (stereo unspecified)	106	0	101	98	98	94	97	-2
COc1cccc(/C=C2\SC(=S)N(CCCC(=O)Nc3ccc(C(=O)O)cc3)C2=O)c1	98	3	101	110	117	173*	117	6
CCC1(CC)NC(=O)N(CC(=O)OC(C)C(=O)Nc2ccccc2OC)C1=O (stereo unspecified)	101	0	102	102	112	113	107	9
Cc1cc(F)ccc1NC(=O)C1CCCO1 (stereo unspecified)	95	0	106	96	101	102	111	-1
O=C1CS/C(=N/N=C/c2ccccc2)N1Cc1ccco1	100	4	100	103	99	94	99	12
O=C(COC(=O)c1ccc(Br)o1)NCCCc1ccccc1	95	1	97	102	99	93	103	3
Cn1nnnc1SCC(=O)Nc1ncc(C(F)(F)F)cc1Cl	111	0	104	93	97	106	102	10
COc1ccc(C(=O)NC(C(=O)NCC(=O)Nc2c(C)cccc2C)C(C)C)cc1 (stereo unspecified)	88	2	107	97	103	100	103	-1
COc1ccc(C(c2sc3ncnn3c2O)N2CCN(c3ccccc3F)CC2)cc1OC (stereo unspecified)	107	1	96	109	101	93	98	5
CC12C(=O)N(c3ccc(C(=O)N4CCOCC4)cc3)C(=O)C1C1c3ccccc3C2c2ccccc21 (stereo unspecified)	97	1	95	101	119	85	97	6
CC(=O)Nc1nnc(-c2ccc(Cl)s2)o1	93	0	106	95	104	106	93	18
COc1cc(/C=N/Nc2snc(SC)c2C#N)ccc1O	119	1	99	91	102	97	99	24
Cc1cc(C)n2nc(SCC(=O)c3ccccc3)nc2n1	89	0	115	79	86	84	97	-6
C/C=C/c1ccc(OCC(=O)NCc2ccccc2OC)c(OC)c1	89	1	99	108	104	101	104	16
Oc1ccc(/C=N/Nc2ccc(Cl)nn2)cc1O	84	4	102	94	95	97	104	2
Cc1ccnc2nc(C(=O)OCC(=O)N(Cc3ccccc3)C(C)C)nn12	105	0	101	107	103	102	105	-6
COC(=O)C(NC(=O)c1ccc(Cl)cc1)(Nc1nc(C)cs1)C(F)(F)F (stereo unspecified)	97	3	101	96	109	104	107	8
Cc1ccc(OCc2nnc(SCC(=O)c3ccccc3)n2Cc2ccco2)cc1	88	3	92	105	98	84	94	17
Cc1ccc(CNC(=O)C(=O)c2cn(CC(=O)N3CCOCC3)c3ccccc23)cc1	96	3	101	80	96	·	95	1
O=C(Nc1c(C(=O)O)[nH]c2ccccc12)NC1CCCCC1	92	0	100	101	107	100	103	11
CN1CCN(C2OC(=O)c3ccccc32)CC1 (stereo unspecified)	82	3	104	98	106	110	103	-8
COc1cnc(N(C)C)nc1Sc1cccc(Cl)c1	94	0	95	82	·	94	84	-1
Cc1ccc(Nc2nc(N)c([N+](=O)[O-])c(N3CCCC(C)C3)n2)cc1C (stereo unspecified)	117	2	99	81	84	86	102	4
Cn1nnnc1Sc1ncnc2scc(-c3cc4ccccc4o3)c12	108	0	103	127	92	98	97	0
C/C(=N\Nc1ccc(Cl)c(C(=O)O)c1)c1cccs1	111	4	97	99	100	87	100	0
COc1cccc(NC(=O)CN(C)C(=O)c2ccccc2OCC(=O)Nc2cccc(C(F)(F)F)c2)c1	99	7	97	97	101	104	99	14
Brc1ccc(-c2noc(COc3ccc4ccccc4c3)n2)o1	100	0	95	104	92	90	96	4
Cc1sc2ncn(CC(=O)NCC(=O)N(C)Cc3ccccc3)c(=O)c2c1C	84	4	96	102	101	98	101	-1
Cc1ccnc(NC(=O)CCC(=O)N(Cc2ccco2)C(C(=O)NC(C)C)c2ccc(F)cc2)c1 (stereo unspecified)	102	12	101	94	101	91	103	14
CCc1cccc(C)c1N=Cc1c(O)c2ccccc2oc1=O	106	0	107	107	103	102	112	21
CCCCCCCn1c(C)nnc1-c1cnn(C)c1N	82	0	95	103	100	103	93	1
COC(=O)c1cc(-c2ccc(OC)cc2)n[nH]1	106	0	96	117	96	92	95	19
O=C(COC(=O)C1CCCCC1C(=O)N1CCc2ccccc21)NCc1ccco1 (stereo unspecified)	100	2	98	94	101	101	98	2
O=C(N/N=C/c1ccccc1OC(F)F)C1=COCCO1	96	1	101	98	100	99	96	-7
CCOC(=O)c1c(C)n(C)c2ccc(OCC(O)CN3CCN(C)CC3)cc12 (stereo unspecified)	117	0	93	101	97	101	107	11
Cc1ccc([N+](=O)[O-])cc1NC(=O)CSc1nncc2ccccc12	124	1	97	106	102	92	96	22
CCc1nc(SCc2ccc(C(=O)OC)o2)n[nH]1	104	1	82	83	87	81	88	3
COC(=O)c1ccccc1NC(=O)C(C)Oc1ccccc1 (stereo unspecified)	98	16	98	112	98	96	107	6
Cc1ccc(S(=O)(=O)c2nc(-c3ccco3)oc2SCC(=O)NCC2CCCO2)cc1 (stereo unspecified)	102	0	94	89	92	90	97	-6
O=C(CN1C2CCCC1CC(NC(=O)c1ccco1)C2)Nc1ccccc1 (stereo unspecified)	103	0	92	96	91	91	92	5
CCOC(=O)C(CC)(CC)C(=O)/C=C/c1ccc(OC)cc1	92	0	103	109	102	95	100	9
Cc1ccc(N2CC(C(=O)N3CCN(C(=O)c4ccco4)CC3)CC2=O)cc1 (stereo unspecified)	90	2	97	97	105	101	103	-3
O=C(Nc1cccc(C(F)(F)F)c1)c1ccccc1NC(=O)C1CCCCC1	120	1	109	91	99	102	97	11
Cc1cccc(C)c1N(CC(=O)NCc1ccccc1)C(=O)c1csnn1	99	1	93	83	89	93	101	0
CCN(CC)CCCNC(=O)CCn1nc(-c2ccc(Cl)cc2)ccc1=O	89	1	100	89	98	100	107	0
COc1ccc(CCC(=O)OCC(=O)Nc2ccc(C)c(S(=O)(=O)N(C)C)c2)cc1	116	0	94	98	65	80	97	4
O=C(CN1C(=O)C2CC=CCC2C1=O)Nc1nc(-c2ccc(F)cc2)cs1 (stereo unspecified)	90	0	94	98	101	107	95	4
CCOc1ccc(NC(=O)Nc2c(C)n(C)n(-c3ccccc3)c2=O)cc1	83	0	104	91	99	103	102	6
CCN(CC(=O)NCc1ccc(F)cc1)C(=O)c1ccc(C(=O)c2ccccc2)cc1	103	0	96	98	93	100	98	0
CC(=O)c1cccc(NS(=O)(=O)c2ccc3c(c2)N(C(C)=O)CCO3)c1	89	0	96	93	98	106	99	0
O=C(CCNC(=O)c1ccccc1Cl)Nc1cccc(C(F)(F)F)c1	79	0	104	95	101	100	102	3
COCC(=O)NC1CC2CCCC(C1)N2Cc1ccccc1 (stereo unspecified)	81	2	97	98	99	93	98	0
O=C(CN1CCN(CCC(=O)Nc2ccccc2F)CC1)Nc1ccc(F)cc1	79	0	?	?	?	?	?	-3
Cc1cc(F)ccc1S(=O)(=O)Nc1ccccc1C(=O)Nc1ccc2[nH]c(=O)[nH]c2c1	109	3	98	96	97	98	101	-7
Cc1cc(Cl)ccc1NC(=O)CSc1n[nH]c(N)n1	89	6	113	114	116	107	119	11
Cc1nc(N2CCC(C)CC2)c2c(C)c(C(=O)Nc3cc(F)ccc3C)sc2n1	93	4	97	113	84	91	88	5

Profiles from above. Values in the order: Yeast superoxide	GRK2 inh	RPL19A-GFP yeast	LAP4 TOR yeast	AGP1 TOR yeast	CIT2 TOR yeast	MEP2-GFP yeast	VLA-4 inh
Shown for COCC(=O)NC1CC2CCCC(C1)N2Cc1ccccc1 (stereo unspecified) : 81	2	97	98	99	93	98	0
Shown for COc1ccc(CCC(=O)OCC(=O)Nc2ccc(C)c(S(=O)(=O)N(C)C)c2)cc1 : 116	0	94	98	65	80	97	4

Following part
SMILES	Yeast superoxide	GRK2 inh	RPL19A-GFP yeast	LAP4 TOR yeast	AGP1 TOR yeast	CIT2 TOR yeast	MEP2-GFP yeast	VLA-4 inh
Cc1ccc(NC(=O)CC(NC(=O)c2ccccc2Cl)c2ccccc2)nc1 (stereo unspecified)	79	0	102	100	104	102	99	-17
Cc1ccccc1NC(=O)Nc1cc(S(N)(=O)=O)ccc1C	108	0	114	78	84	76	93	3
CCc1ccccc1Nc1nc(N)nc(CSc2nnc3ccccn23)n1	103	2	113	110	103	107	106	-4
Cc1ccccc1C(=O)NNC(=O)c1ccc(F)cc1	103	2	100	99	103	103	94	14
COC(=O)c1ccc(-c2nc(CN3CCC(C(=O)N4CCOCC4)CC3)c(C)o2)cc1	110	0	106	92	97	101	100	3
